bIAP inh: bovine intestinal alkaline phosphatase inhibitors, primary screen, selectivity assay for TNAP inhibitor project, biochemical, bovine IAP, CDP-star luminescence; purified bovine IAP, 30 min; inhibition, % at 20 µM; 190,000 tested, under 10 active; AID 1019, 2008;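 active = over 50% inhibition of intestinal alkaline phosphatase at 20 µM in the single-dose screen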
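Assay system: bovine IAP enzyme; medium: DEA buffer 100 mM, pH 9.8, with MgCl2 1.0 mM, ZnCl2 0.02 mM; doses: 20 µM single dose; incubation: enzyme reaction for 30 min at room temperature; detection: CDP-star luminescence signal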
PPARg SRC-3 ag: PPARgamma agonists recruiting SRC-3 coactivator, primary screen, biochemical; Peroxisome proliferator-activated receptor gamma (Homo sapiens), P37231; biochemical PPARgamma/SRC-3 coactivator recruitment assay; activation, % at 8 µM; actives 0.26% (n = 200,000); AID 731, 2007; in the data active = activation above about 23%;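 also: 0% = DMSO and 100% = reference agonist; some compounds past the cut are filed as inactive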
Target sequence (P37231 whole entry, looked up): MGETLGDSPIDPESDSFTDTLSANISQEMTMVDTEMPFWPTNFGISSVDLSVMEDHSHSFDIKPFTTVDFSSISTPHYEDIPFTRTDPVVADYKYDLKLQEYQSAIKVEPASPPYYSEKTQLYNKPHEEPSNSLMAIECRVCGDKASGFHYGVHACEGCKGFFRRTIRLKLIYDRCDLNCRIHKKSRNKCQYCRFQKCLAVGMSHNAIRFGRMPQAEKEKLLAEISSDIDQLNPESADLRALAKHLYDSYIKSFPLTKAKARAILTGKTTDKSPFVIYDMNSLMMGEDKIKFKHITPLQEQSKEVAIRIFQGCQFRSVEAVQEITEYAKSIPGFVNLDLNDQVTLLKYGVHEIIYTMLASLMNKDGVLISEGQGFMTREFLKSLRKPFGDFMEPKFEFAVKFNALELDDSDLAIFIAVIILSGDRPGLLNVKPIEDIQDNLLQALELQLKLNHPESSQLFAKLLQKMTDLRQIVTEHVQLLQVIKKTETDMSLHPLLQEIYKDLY
PPARg SRC-2 ag: agonists of PPARg-SRC-2 recruitment, primary screen, biochemical, HTS; Peroxisome proliferator-activated receptor gamma (Homo sapiens), P37231; PPARgamma LBD-SRC-2 recruitment; activation, % at 8 µM; actives 0.34% (n = 200,000); AID 1032, 2008; in the data active = activation above about 22%;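 also: 0% = vehicle and 100% = reference agonist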
TNAP act hiacc: TNAP activators at high phosphate acceptor level, primary screen, biochemical, luminescence, uHTS | 200,000 tested, under 10 active | purified TNAP, CDP-star luminescence, 1 M DEA, 30 min; hits give high values; 0 = EDTA background, 1 = DMSO-only activity | Alkaline phosphatase, tissue-nonspecific isozyme (Homo sapiens), P05186 | AID 1136, 2008 | activation factor at 20 µM;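 active = activation factor at least 2 at 20 µM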
Target sequence (P05186 whole entry, looked up): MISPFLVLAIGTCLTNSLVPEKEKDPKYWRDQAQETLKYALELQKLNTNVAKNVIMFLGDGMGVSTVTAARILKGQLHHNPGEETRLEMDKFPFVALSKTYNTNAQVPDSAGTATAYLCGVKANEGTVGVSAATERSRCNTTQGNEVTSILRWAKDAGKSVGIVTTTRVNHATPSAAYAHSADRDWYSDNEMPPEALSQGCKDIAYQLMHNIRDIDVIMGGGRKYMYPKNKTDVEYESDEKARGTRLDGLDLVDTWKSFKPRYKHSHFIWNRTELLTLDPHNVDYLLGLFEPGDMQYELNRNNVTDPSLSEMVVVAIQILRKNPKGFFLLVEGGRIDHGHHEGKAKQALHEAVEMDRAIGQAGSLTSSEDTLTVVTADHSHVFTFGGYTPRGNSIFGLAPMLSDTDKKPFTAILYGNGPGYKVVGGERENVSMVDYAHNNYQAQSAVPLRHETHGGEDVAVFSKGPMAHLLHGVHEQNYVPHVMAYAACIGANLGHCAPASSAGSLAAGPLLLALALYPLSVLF
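Assay system: human TNAP; Input: enzyme diluted 1/800 final; Reagent: CDP-star luminogenic substrate at 100 µM final; Timing: 30 min, room temperature; Signal: luminescence; Evaluation: TNAP activation factor scaled between EDTA and DMSO control wells.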
bIAP act: bovine intestinal alkaline phosphatase activators, primary screen, biochemical, bovine IAP, CDP-star luminescence. actives 0.17% (n = 200,000). purified bovine IAP, 30 min; hits give high values; fold of DMSO-control signal, blank-subtracted. alkaline phosphatase, intestinal [Bos taurus]. activation factor at 20 µM;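 active = activation factor of 2 or more at 20 µM, a signal rise over negative controls twice the positive control's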
Efa HMGR inh: inhibitors of E. faecalis class II HMGR, primary screen, biochemical, Enterococcus faecalis. HMG-CoA reductase (Enterococcus faecalis, mvaE). purified E. faecalis HMGR, NADPH absorbance 340 nm kinetic. inhibition, % at 10 µM. actives 0.41% (n = 190,000). AID 1066, 2008;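 active = inhibition above a set limit, the median over all tested compounds plus 3 SD, cut at about 9.5% in these data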;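 also: enzyme runs in reverse so mevalonate oxidation gives rising NADPH absorbance; 0% = complete reaction with DMSO and 100% = background rate lacking mevalonate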
PPARg SRC1 recr: PPARgamma agonists recruiting SRC-1 coactivator, primary screen, biochemical. Peroxisome proliferator-activated receptor gamma (Homo sapiens), P37231. PPARgamma-SRC-1 coactivator recruitment biochemical assay. activation, % at 8 µM. actives 0.41% (n = 200,000). AID 631, 2007; in the data active = activation above about 19%;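 also: 0% = DMSO and 100% = reference agonist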
TNAP inh hiacc: human TNAP enzyme inhibitors, primary screen, biochemical, luminescent, high phosphate acceptor level, uHTS. AID 1135, 2008. Alkaline phosphatase, tissue-nonspecific isozyme (Homo sapiens), P05186. purified TNAP, CDP-star luminescence, 1 M DEA. inhibition, % at 20 µM. actives 0.03% (n = 200,000);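 active = over 50% inhibition of tissue-nonspecific alkaline phosphatase at 20 µM in the single-dose screen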;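 also: plate controls were DMSO wells for no effect and EDTA-quenched wells as full inhibition for full effect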
TNAP inh noacc: human TNAP enzyme inhibitors, primary screen, biochemical, luminescent, no phosphate acceptor, uHTS | Alkaline phosphatase, tissue-nonspecific isozyme (Homo sapiens), P05186 | purified TNAP, CDP-star luminescence, 30 min | inhibition, % at 20 µM | actives 0.26% (n = 200,000);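 active = tissue-nonspecific alkaline phosphatase inhibition above about 50% at 20 µM in the single-dose screen, limit read from the data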;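 also: 0% = DMSO negative control and 100% = EDTA positive control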
TR-FRET SRC-2 ct: TR-FRET signal artefacts, primary screen, artefact control for PPARgamma SRC-2 agonist project, biochemical; TR-FRET artefact counter-screen; hits give high values; TR-FRET ratio at 8 µM; actives 0.4% (n = 200,000); in the data active = TR-FRET ratio above about 2000; also: inactives centre near 1500
* = called active by the depositor; · = not tested or not shown.

SMILES	bIAP inh	PPARg SRC1 recr	bIAP act	PPARg SRC-3 ag	TNAP inh noacc	Efa HMGR inh	TR-FRET SRC-2 ct	TNAP inh hiacc	PPARg SRC-2 ag	TNAP act hiacc
Cc1cc(C)n(C(=O)CCNC(=O)c2ccccc2Br)n1	8	4	0.9	-4	-13	-4	1456	-4	-7	1
Cc1nnsc1NC(=O)OCc1ccc(C(C)(C)C)cc1	4	0	1	0	-6	-4	1406	0	-7	1
COCCSc1nnc(NC(=O)CSCc2ccccc2)s1	7	3	0.9	-4	-18	-1	1691	0	1	1
O=C(Cn1cc2c(n1)CCCCC2)NCc1ccccn1	-18	·	1.2	·	-17	0	·	-5	·	1
Cc1[nH]nc2c1C(CCc1ccccc1)C(C#N)=C(N)O2 (stereo not drawn)	1	·	1	·	14	27*	·	0	·	1
CCc1ccccc1NC1=NCC(=O)N1C1CCCC1	-1	3	1	-5	-7	0	1567	-7	0	1.1
O=C(Nc1ccc(NC(=O)c2sc3ccccc3c2Cl)cc1)c1ccco1	3	-3	1	-2	-13	-10	1410	-1	5	1
COc1ccc(N(C(=O)c2ccco2)S(=O)(=O)c2cc(OC)ccc2OC)cc1	-2	5	1	-2	-6	-14	1609	-2	-1	1
NC(=S)N/N=C/c1ccc(C(F)(F)F)cc1	-24	5	1.2	-1	0	2	1640	4	2	1
COc1cccc(Nc2nc(N)nc(C(F)(F)F)n2)c1	13	6	0.9	7	-6	-2	1484	-2	9	1
CCOC(CNC(=O)CCc1c(C)nc2nc(C)nn2c1C)OCC	-5	1	1	9	-8	-2	1482	-4	13	1
CCOC(=O)c1cnn(-c2ncnc3c2cnn3Cc2ccccc2)c1N	·	-2	·	4	·	·	1464	·	2	·
COc1ccc(Oc2nccc(-c3ccccc3)c2C#N)cc1	3	3	1	7	-8	0	1787	-1	3	1
Cc1cc(Nc2ccccc2)nc(NCc2ccccc2)n1	31	-3	0.7	3	8	-8	1651	-7	1	1.1
CCCN1C(=O)SC(CC(=O)Nc2ccccc2C)C1=O (stereo not drawn)	0	-3	1	5	20	-1	1460	-5	3	1.1
CCOC(=O)NN1C(=O)c2ccccc2NC1c1cccnc1 (stereo not drawn)	8	9	0.9	5	-9	0	1579	0	8	1
C=COCCNC(=O)Nc1ccc(Cl)cc1Cl	6	6	0.9	0	-6	-7	1558	1	12	1
CC(=O)N1CCN(c2nc(C)nc3sc4c(c23)CCC(C)C4)CC1 (stereo not drawn)	-12	6	1.1	16	-4	-1	1627	-6	5	1.1
Cc1sc2nc(SCC(=O)c3cccs3)n(Cc3ccco3)c(=O)c2c1C	6	3	0.9	-7	-4	2	1570	-8	-1	1.1
COc1cc(NC(=O)CN2c3ccccc3CC2C)cc(OC)c1OC (stereo not drawn)	0	-11	1	-9	-7	-9	1364	-4	-5	1
COc1ccc(NC(=O)C/C(C)=N/NC(=O)c2ccncc2)c([N+](=O)[O-])c1	-2	12	1	6	0	1	1803	3	15	1
Cc1cc(/C=C(\C#N)C(=O)NCc2cccs2)c(C)[nH]1	2	4	1	4	-4	-15	1551	0	9	1
Cc1cccc(NC(=O)Nc2nnc(-c3ccccc3)o2)c1	-4	2	1	-1	-20	-3	1738	-4	3	1
C/C(=N\N=C1\NC(=O)C(CC(=O)NCc2ccccc2)S1)C(C)C (stereo not drawn)	-10	6	1.1	2	-6	0	1559	-4	-2	1
CCOc1ccc(NC(=O)c2ccc(CC)s2)c([N+](=O)[O-])c1	11	2	0.9	1	2	2	1518	9	-1	0.9
CN(C)c1cccc(-c2nnc(SCCCC#N)o2)c1	0	4	1	5	-7	1	1732	0	11	1
COc1ccc(NC(=O)c2ccccc2N(Cc2ccccc2)S(C)(=O)=O)cc1OC	-3	-1	1	-1	-12	10*	1644	-8	6	1.1
O=C(O)c1ccc(NCCC2=CCCCC2)c([N+](=O)[O-])c1	2	4	1	0	10	-3	1537	13	8	0.9
O=C(CSc1nc2ccccc2s1)NC(=O)NCc1ccco1	·	8	·	-10	·	-8	1299	·	-3	·
O=C(Cn1ccc([N+](=O)[O-])n1)Nc1ccccn1	6	3	0.9	1	-2	2	1589	-2	0	1
COc1ccc(OCCC(=O)OCC(=O)Nc2ccc(Br)cc2)cc1	25	9	0.7	1	-23	-12	1568	-3	1	1
c1coc(CNC2CCCCCCC2)c1	3	2	1	-2	-11	-7	1727	-4	2	1
Cc1cc(C)n(CC(=O)N/N=C/c2ccco2)n1	-2	6	1	9	-2	0	1671	-4	1	1
COc1ccc(-c2cn[nH]c2N)cc1OC	1	12	1	10	-7	-1	1549	-2	5	1
N#CC(C#N)=C(Nc1ccccc1)c1ccccc1	-8	3	1.1	1	-8	-6	1497	-4	4	1
COc1ccc(OC)c(N2Cc3ccccc3C2)c1	0	2	1	-9	-8	0	1592	-2	5	1
Cc1cccc(N(CC(=O)NC2CCCC2)C(=O)c2c(C)noc2C)c1	-2	2	1	9	-12	3	1612	-5	5	1
CCOc1ccc(C(C)C)cc1S(=O)(=O)N1CCOCC1	6	-5	0.9	-7	-11	-4	1520	-3	1	1
CCOC(=O)CC(NC(=O)c1cccs1)c1ccc(OCC)cc1 (stereo not drawn)	-4	-5	1	7	-11	-3	1599	-3	8	1
Cc1cc(C)c(S(=O)(=O)O)c(C)n1	-1	4	1	1	1	2	1491	2	-1	1
O=C(CN1C(=O)CCC1=O)Nc1nc2c(F)cc(F)cc2s1	·	8	·	-11	·	·	1603	·	4	·
O=C(CN1C(=O)c2cccc3cccc(c23)C1=O)N1CCN(c2ccccn2)CC1	1	-2	1	-3	-10	-7	1492	1	-10	1
CSCCC(NC(=O)c1cc(CC(C)C)oc1C)C(=O)O (stereo not drawn)	2	10	1	7	-12	-6	1453	-8	5	1.1
Cc1ccc(C(=O)Nc2cc(C)c(OCC(=O)N3CCOCC3)c(C)c2)cc1	-6	2	1.1	-3	-4	-7	1608	3	8	1
CCN1CC(CN(C)Cc2nc(-c3ccc(C(F)(F)F)cc3)no2)CC1=O (stereo not drawn)	-4	-1	1	0	-2	-3	1564	-1	12	1
O=C(Nc1ccc(C(F)(F)F)cc1)c1cc(-c2cccnc2)nc2ccc(Br)cc12	6	1	0.9	0	0	-1	1477	0	0	1
O=C(CN1CCC(n2nnc3cc(F)ccc32)CC1)N1CCCc2ccccc21	-1	0	1	-2	-15	-5	1673	-7	-11	1.1
NC(=O)C1=NOC(CNc2ncc(C(F)(F)F)cc2Cl)C1 (stereo not drawn)	-3	-7	1	5	-16	2	1470	-5	9	1.1
CCN(CC)S(=O)(=O)c1cccc(NC(=O)c2ccccc2Br)c1	-9	3	1.1	0	-2	-3	1571	-7	-4	1.1
Cc1nc(N/N=C/c2ccc(O)cc2)c2cnn(-c3ccccc3)c2n1	2	-3	1	2	-16	-5	1534	-6	-2	1.1
CC(=O)OCn1nnc2ccccc2c1=O	1	1	1	4	-8	-4	1605	-5	12	1
COc1cc(C(=O)NCCC(=O)N2CCN(C)CC2)cc(OC)c1OC	2	-6	1	-3	-12	3	1569	0	1	1
O=C(O)C1CCN(C(=O)c2ccc(Cl)cc2)CC1	-2	-4	1	-2	-5	-7	1429	3	0	1
CC(=O)c1cccc(NC(=S)NC(=O)c2ccc(Br)cc2)c1	13	0	0.9	-5	5	-2	1594	-3	-10	1
Cc1ccc(N(CC(=O)NCc2ccco2)C(=O)CCC(=O)Nc2ccccn2)cc1C	3	2	1	0	-11	5	1664	-7	4	1.1
FC(F)(F)c1cc(-c2ccco2)nc(-n2cnc3ccccc32)n1	6	4	0.9	-4	0	0	1719	-5	5	1.1
COc1ccccc1-c1c(C(F)(F)F)oc2cc(OC(=O)c3cccc([N+](=O)[O-])c3C)ccc2c1=O	2	-1	1	2	4	-17	1508	3	-1	1
CCOC(=O)C(=O)N1CCN(c2ccccc2OC)CC1	-5	-4	1	-3	0	-1	1596	6	-5	0.9
CCN(c1ccccc1)S(=O)(=O)c1ccc(C(=O)OC(C)C(=O)NCCC2=CCCCC2)cc1 (stereo not drawn)	2	5	1	2	0	0	1417	-8	-6	1.1
COc1cc(/C=N/NC(=O)Nc2ccccc2)ccc1OCCOc1ccccc1C	20	2	0.8	0	-6	-3	1474	-1	6	1

(continued)
SMILES	bIAP inh	PPARg SRC1 recr	bIAP act	PPARg SRC-3 ag	TNAP inh noacc	Efa HMGR inh	TR-FRET SRC-2 ct	TNAP inh hiacc	PPARg SRC-2 ag	TNAP act hiacc
COC(=O)Nc1ccc(S(=O)(=O)N2CCCC(C(=O)N3CCCCC3)C2)cc1 (stereo not drawn)	-4	2	1	2	-16	-1	1685	-4	11	1
COC(=O)C1C(c2ccc(OC)cc2)C(C(=O)OC)S(=O)(=O)C(CCN2CCCCC2)S1(=O)=O (stereo not drawn)	-34	6	1.3	1	-24	-5	1599	0	0	1
O=C(O)c1sccc1Oc1ccc(F)cc1[N+](=O)[O-]	0	8	1	2	-8	-2	1475	-1	0	1
COc1cc(C(=O)Nc2nnc(CC(C)C)s2)c([N+](=O)[O-])cc1OC	-4	0	1	0	-4	-2	1549	-4	2	1
O=C(Cc1ccccc1)NNc1ccc2ccccc2c1	-3	-6	1	4	-16	-7	1457	-7	-2	1.1
O=C(C1=NN(c2ccccc2)C2C(=O)N(c3ccc(Cl)cc3)C(=O)C12)c1ccccc1 (stereo not drawn)	·	1	0.4	-2	-1	-12	1642	4	3	1
O=C(Cn1c(SCC(=O)N2CCCc3ccccc32)nc2ccccc21)N1CCCC1	-7	4	1.1	-2	-10	-2	1542	-6	13	1.1
COC(=O)C1=C(C)N(C)C(C)=C(C(=O)OC)C1c1ccc(C(=O)OC)cc1	2	4	1	9	-15	-3	1555	-4	10	1
Cc1ccccc1C(=O)NN1CCOCC1	-8	7	1.1	4	-6	-1	1634	-1	1	1
CCOc1ccc(-n2nc3c(=O)n(CCN4CCCCC4)nc(C)c3c2C)cc1	0	4	1	1	-7	-2	1418	-1	13	1

3 compounds already listed, arranged by number of heavy atoms, smallest number first:
SMILES	bIAP inh	PPARg SRC1 recr	bIAP act	PPARg SRC-3 ag	TNAP inh noacc	Efa HMGR inh	TR-FRET SRC-2 ct	TNAP inh hiacc	PPARg SRC-2 ag	TNAP act hiacc
CSCCC(NC(=O)c1cc(CC(C)C)oc1C)C(=O)O (stereo not drawn)	2	10	1	7	-12	-6	1453	-8	5	1.1
CCOC(=O)c1cnn(-c2ncnc3c2cnn3Cc2ccccc2)c1N	·	-2	·	4	·	·	1464	·	2	·
COC(=O)C1C(c2ccc(OC)cc2)C(C(=O)OC)S(=O)(=O)C(CCN2CCCCC2)S1(=O)=O (stereo not drawn)	-34	6	1.3	1	-24	-5	1599	0	0	1
